Cav3 T inh: blocks human Cav3.2 T-type calcium channel; 4% of 100,000 active; O95180; B-score at 10 µM; AID 449739; Cav3.2-expressing cells, Fluo-4 calcium fluorescence FDSS; active compounds read low;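 active = single-dose well whose peak fluorescence ratio is a statistical outlier from its plate by either plate-standardised score or position-corrected B-score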
Target sequence (O95180 whole entry, looked up): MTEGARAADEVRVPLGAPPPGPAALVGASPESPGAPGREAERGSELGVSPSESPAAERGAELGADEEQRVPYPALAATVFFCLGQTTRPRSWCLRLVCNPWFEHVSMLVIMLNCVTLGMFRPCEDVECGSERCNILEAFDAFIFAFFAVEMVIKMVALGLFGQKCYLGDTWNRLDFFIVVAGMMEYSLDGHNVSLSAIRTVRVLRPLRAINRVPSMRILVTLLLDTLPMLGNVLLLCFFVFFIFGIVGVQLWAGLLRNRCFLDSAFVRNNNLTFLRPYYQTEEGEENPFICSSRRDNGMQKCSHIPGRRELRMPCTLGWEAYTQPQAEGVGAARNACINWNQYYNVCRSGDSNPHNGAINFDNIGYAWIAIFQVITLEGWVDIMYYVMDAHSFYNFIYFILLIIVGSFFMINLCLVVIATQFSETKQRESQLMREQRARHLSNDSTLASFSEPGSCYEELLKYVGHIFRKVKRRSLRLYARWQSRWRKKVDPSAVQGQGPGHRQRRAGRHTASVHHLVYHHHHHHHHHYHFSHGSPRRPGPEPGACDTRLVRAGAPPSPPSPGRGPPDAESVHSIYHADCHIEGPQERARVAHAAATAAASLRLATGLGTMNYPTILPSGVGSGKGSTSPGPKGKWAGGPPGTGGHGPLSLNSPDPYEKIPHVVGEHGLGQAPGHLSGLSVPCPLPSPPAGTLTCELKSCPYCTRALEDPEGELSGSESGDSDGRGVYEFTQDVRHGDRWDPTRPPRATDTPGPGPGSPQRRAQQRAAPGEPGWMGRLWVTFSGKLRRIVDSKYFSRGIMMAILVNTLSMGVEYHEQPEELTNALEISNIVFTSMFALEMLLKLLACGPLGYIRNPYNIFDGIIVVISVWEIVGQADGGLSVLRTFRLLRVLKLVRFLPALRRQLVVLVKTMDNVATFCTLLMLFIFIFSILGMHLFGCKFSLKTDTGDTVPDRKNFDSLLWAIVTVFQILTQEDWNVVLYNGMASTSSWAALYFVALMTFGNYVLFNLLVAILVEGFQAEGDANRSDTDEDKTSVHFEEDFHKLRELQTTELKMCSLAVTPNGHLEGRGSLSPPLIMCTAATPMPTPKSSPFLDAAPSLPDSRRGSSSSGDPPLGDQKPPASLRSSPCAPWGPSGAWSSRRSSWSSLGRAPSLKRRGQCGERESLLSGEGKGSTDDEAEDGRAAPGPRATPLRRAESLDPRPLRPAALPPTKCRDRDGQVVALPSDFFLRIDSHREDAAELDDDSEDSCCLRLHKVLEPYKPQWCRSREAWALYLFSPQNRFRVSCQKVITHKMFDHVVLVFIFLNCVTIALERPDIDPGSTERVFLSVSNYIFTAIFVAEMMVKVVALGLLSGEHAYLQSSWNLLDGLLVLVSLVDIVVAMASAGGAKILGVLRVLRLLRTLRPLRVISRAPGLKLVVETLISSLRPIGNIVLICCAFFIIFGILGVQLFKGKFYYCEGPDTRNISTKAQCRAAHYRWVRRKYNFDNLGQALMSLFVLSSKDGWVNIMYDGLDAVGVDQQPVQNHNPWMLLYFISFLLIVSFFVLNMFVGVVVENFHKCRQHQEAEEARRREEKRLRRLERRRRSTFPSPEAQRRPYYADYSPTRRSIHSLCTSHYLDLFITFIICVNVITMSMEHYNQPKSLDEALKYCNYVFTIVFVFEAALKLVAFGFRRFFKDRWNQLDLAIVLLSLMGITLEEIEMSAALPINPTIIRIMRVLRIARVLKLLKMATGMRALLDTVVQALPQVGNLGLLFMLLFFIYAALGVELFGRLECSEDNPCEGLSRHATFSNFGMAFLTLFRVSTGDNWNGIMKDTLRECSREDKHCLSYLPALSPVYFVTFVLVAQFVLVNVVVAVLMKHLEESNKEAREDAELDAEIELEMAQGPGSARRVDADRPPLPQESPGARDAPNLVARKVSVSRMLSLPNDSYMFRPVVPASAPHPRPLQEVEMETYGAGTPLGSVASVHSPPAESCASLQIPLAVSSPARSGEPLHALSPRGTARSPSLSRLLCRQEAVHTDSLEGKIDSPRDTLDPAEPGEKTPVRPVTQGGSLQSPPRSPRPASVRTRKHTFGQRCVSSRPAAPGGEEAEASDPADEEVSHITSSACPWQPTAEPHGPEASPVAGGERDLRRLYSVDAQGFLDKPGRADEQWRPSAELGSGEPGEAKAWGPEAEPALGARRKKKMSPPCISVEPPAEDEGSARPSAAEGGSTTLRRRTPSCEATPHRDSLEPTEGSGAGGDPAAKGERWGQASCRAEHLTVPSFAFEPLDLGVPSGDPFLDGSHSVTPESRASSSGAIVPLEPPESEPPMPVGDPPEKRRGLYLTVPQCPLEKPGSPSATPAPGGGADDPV
Numbers without * were called inactive.

Cav3 T inh	mol
0.084	Cc1ccc(C(=O)OCC(=O)Nc2ccc(N(C)C)cc2)cc1NC(=O)c1ccco1
0.15	CCn1cc(C(=O)NCc2ccccc2OC)c(=O)c2ccc(C)nc21
-0.75	COc1ccc(S(=O)(=O)N2CCC(C(=O)N3CCN(c4ccccc4OC)CC3)CC2)cc1
1.4	CC(=O)N(C)c1nc(-c2ccc(Cl)cc2)cs1
-0.54	Cc1cccc(-n2ncc3c(Nc4ccc(F)cc4)ncnc32)c1
-2.7	C=CCN1c2ccccc2[C@]23C[C@@H](C(=O)OC)N(C(=O)c4cc(C)oc4C)C2=NC(C(=O)OC)=C(C(=O)OC)[C@H]13
-2.3	Fc1ccc(-c2nnc3sc(C4COc5ccccc5O4)nn23)cc1 (configuration not stated)
-0.24	Cn1cccc1-c1cc(C(=O)O)[nH]n1
0.45	Cc1cc(-c2nc3ncccc3o2)ccc1N
0.55	O=C(Nc1ccc2c(c1)C(=O)N(CC1CCCO1)C2=O)c1ccccc1Br (configuration not stated)
-3.3	COc1ccc(/C=C/C(=O)NCC(=O)N/N=C/c2cc(Br)ccc2OCc2ccccc2)cc1
-0.11	COc1ccc(NC(=O)c2onc(C)c2Cl)cc1OC
-1	O=C(CN1CCN(c2ccc(F)cc2)CC1)OCc1ccccc1
-0.053	COc1ccc2c(c1)cc(C(=O)O)n2C
-0.015	Cc1cccc(NC(=O)C2CCCN2C(=O)OCC(C)C)c1C (configuration not stated)
0.053	CCn1cnc2sc(C(=O)O)c(C)c2c1=O
-0.67	COc1cc(C)nc(N2CCCC(C(=O)Nc3cccc(Cl)c3Cl)C2)n1 (configuration not stated)
-2.6	O=C(Nc1ccccc1)N(CCc1nc2ccccc2[nH]1)C1CCCC1
0.022	Cc1cccc(NC(=O)C2CCN(S(=O)(=O)c3cccc4nsnc34)CC2)n1
-0.22	O=C(CN1CCN(CC(=O)Nc2ccccc2Cl)CC1)Nc1ccc2c(c1)OCCO2
-1.7	Cc1ccc(-n2ncc3c(=O)n(-c4ccc(C)c(C)c4)c(-c4ccco4)nc32)cc1
0.073	Brc1ccc2ncnc(NCc3ccccc3)c2c1
-3.7*	O=C(COc1ccc(Cl)cc1Cl)Nc1nc2n(n1)C(c1ccccc1)CC(=O)N2 (configuration not stated)
0.15	Cc1cc(C)c(NC(=O)CN2C(=O)NC3(CCCCC3)C2=O)c(C)c1
-1.6	O=S(=O)(c1ccccc1)N1c2cc(Cl)ccc2Oc2nc3ccccc3nc21
0.77	COC(=O)c1cn(NC(=O)C2CCC(C)CC2)c(=O)c2ccccc12 (configuration not stated)
0.57	COc1ccc(C2N3CC4(C)CN2CC(C)(C3)C4O)cc1OC (configuration not stated)
0.055	CC(=O)c1c(C)n([O-])c2cc(C)ccc2[n+]1=O
-0.79	COc1ccc(CN2C(=O)N(c3ccc(OC)cc3)C(=O)C2CC(=O)Nc2ccccc2)cc1 (configuration not stated)
0.68	COCCCNC(=O)c1ccc(C(=O)NCCCOC)cc1
1.2	C#CCOC(=O)CCC(=O)Nc1cc(OC)nc(OC)n1
0.84	CSC1=C(C#N)C(c2ccc(C)s2)CC(=O)N1 (configuration not stated)
0.38	O=C(c1ccco1)N1CCN(C2=NS(=O)(=O)c3ccccc32)CC1
1	Cc1ccc(S(=O)(=O)c2nc(NCCCn3ccnc3)sc2Cl)cc1
1.5	CS(=O)(=O)N(Cc1ccc(C(=O)NCc2ccco2)cc1)c1ccccc1
-1	CC(C)COCC1CC2(CC(C)(c3csc(N)n3)OC2=O)C(=O)O1 (configuration not stated)
0.19	CCOC(=O)C1CCN(S(=O)(=O)c2cccc(-c3cn4cccnc4n3)c2)CC1
0.0058	NCCCC[C@H]1CNC(=O)C(=O)N1CCc1cccc2ccccc12
-0.62	Cc1cc(-c2ccccc2)n2nc(C)c(-c3ccccc3)c2n1
0.98	O=Cc1cccc(OC(=O)c2ccc(Cl)cc2Cl)c1
0.94	CCOC(=O)N1CCN(Cc2nc(N)nc(Nc3ccc(OC)cc3)n2)CC1
0.3	CCCc1nnc(NC(=O)CCC(=O)O)s1
-0.12	COC(=O)Cc1cc(=O)n2[nH]c(C)nc2n1
-0.6	COc1ccccc1-c1cc(C(=O)NCc2ccco2)no1
0.03	CCOC(=O)C(Sc1nnc2c3ccccc3n(CC)c2n1)C(=O)OCC
-0.55	COc1ccc(NC(=O)CCC2COc3ccccc3O2)c(OC)c1 (configuration not stated)
0.27	CC1(C)CC(=O)C(C=NCCCN2CCCC2=O)=C(O)C1
-1.5	COc1ccc(Cn2c(=O)sc3ccccc32)cc1
0.46	Cc1cc(=O)[nH]c(SCc2cccc(F)c2)n1
2.5	CCOC(=O)N1CCN(C(=O)c2cccc(-n3c(=S)[nH]c4cc(Cl)ccc4c3=O)c2)CC1
-4	COc1ccc(NC(=O)Nc2cc(C)ccc2OC(F)F)c(OC)c1
-0.35	CCOc1ccc2nc(SCC(=O)N3CCCCCC3)c(C#N)cc2c1
1.4	CC(=O)Nc1ccc(NC(=O)C2CCN(c3c(Cc4ccccc4)c(C)nc4ncnn34)CC2)cc1
-0.32	COc1ccc(C)cc1NC(=O)CSc1nnc(CC(=O)Nc2ccccc2C)n1C
0.67	COc1ccccc1CNC(=O)C1CC(c2ccccc2F)=NO1 (configuration not stated)
-6.1*	COc1ccc(NS(=O)(=O)c2c(C)cc(C)cc2C)cc1

(further entries)
Cav3 T inh	mol
3.6	COc1ccc(C2C(C(=O)N3CCN(c4ccccn4)CC3)CC(=O)N2c2ccc(OC)cc2)cc1 (configuration not stated)
-1.5	CCOC(=O)c1cnc(SC)nc1Sc1ccc(Cl)cc1Cl
-3.9*	O=C(c1ccccc1C(=O)N1CCN(c2ccccc2F)CC1)N1CCN(c2ccccc2F)CC1
-5.6*	Cc1ccc(S(=O)(=O)N(CC(=O)N2CCc3ccccc3C2)c2cccc(Cl)c2)cc1
0.8	CC(=O)Nc1ccc(S(=O)(=O)N2CCC(c3nc4ccc(C)cc4[nH]3)CC2)cc1
0.17	COc1cccc(NC(=O)Cc2ccccc2)c1
0.044	N#Cc1cc(-c2ccccc2)oc1NC(=O)c1ccccc1
0.25	Cn1c(=O)c2c(SCC(=O)N3CCOCC3)nc(C3CC3)nc2n(C)c1=O
0.67	O=C1C2C3C=CC(CO)(O3)C2C(=O)N1c1ccccc1-c1ccccc1 (configuration not stated)
0.18	CN(C(=O)CN1C(=O)c2ccccc2S1(=O)=O)c1ccccc1C(=O)O
-0.44	N#CCCn1cc(/C=N/O)c(-c2ccc(-c3ccccc3)cc2)n1
0.68	O=C(NC(NC1CCS(=O)(=O)C1)C(=O)c1ccccc1)c1ccc(Cl)cc1 (configuration not stated)
-0.63	CN1CN(C)c2cccc3cccc1c23
-0.31	COc1ccc(C#Cc2c(-c3ccsc3)oc3ccc(-c4cc(OC)c(OC)c(OC)c4)cc23)cc1
0.91	S=C(c1ccc2c(c1)OCO2)N1CCCC1
-0.39	COc1cccc(C2NC(=O)c3ccccc3O2)c1OC (configuration not stated)
-0.47	COCCn1nnnc1C(C(C)C)N(Cc1cccnc1)Cc1ccccc1Cl (configuration not stated)
0.37	COc1cc(OC)cc(-c2nc3ccccc3c(=O)o2)c1
-1.9	S=C(c1ccc(-c2ccc(Cl)c(Cl)c2)o1)N1CCOCC1
-3.1	CCN(C(=O)c1ccco1)c1nc(CC(=O)Nc2ccc(Cl)cc2)cs1
-1.3	COc1ccc2c(Cl)c(C(=O)NCCCn3ccnc3)sc2c1
0.36	CCOC(=O)C(NC(=O)CC)(Nc1nc2c(s1)CCCC2)C(F)(F)F (configuration not stated)
-0.13	CCn1c2ccccc2c2cc(N)ccc21
0.13	CCn1c(Cc2ccccc2)nnc1SCC(=O)Nc1ccc(S(N)(=O)=O)cc1
0.6	CCCS(=O)(=O)N1CCC(C(=O)NCCCN(C)Cc2ccccc2)CC1
-0.51	Cc1cccc(NC(=O)Cn2nnc(C(=O)NCc3cccs3)c2N)c1C
0.72	COc1ccc(CCNC(=O)CCN2C(=O)C(C)Oc3ccc(C)cc32)cc1OC (configuration not stated)
1.4	CCN(CC)c1nc(SCC(=O)O)nc(N(CC)CC)n1
-0.028	COC(=O)C1C(=O)C2=C(CC1C)NC(C)=C(C(=O)OC(C)C)C2c1ccc(OC)c(O)c1 (configuration not stated)
-0.33	COc1cccc(NC(=O)c2cccs2)c1
-3.4	COc1ccc(S(=O)(=O)N2CCC(C(=O)Nc3cccc(Cl)c3)CC2)cc1OC
-0.84	COc1ccccc1N1CCN(C(=O)c2oc3cc(C)cc(C)c3c2C)CC1
0.56	Fc1cccc(CSc2nc3ccncc3[nH]2)c1
-0.42	CCOC(=O)n1cc(-c2cnc(CNC(=O)C(C)(c3ccccc3)c3ccccc3)o2)c2ccccc21
1.2	Cc1ccc(C)c(OCC(O)CN2CCCCC2C)c1 (configuration not stated)
-3.2	CCCCn1c(SCc2ncc(-c3ccccc3)o2)nc2cc(S(N)(=O)=O)ccc21
0.24	Cc1cccc(-n2ncc3c(N(C)Cc4ccccc4)ncnc32)c1
-6.6*	Cn1c(Cc2cccc3ccccc23)nnc1SCC(=O)N1CCN(c2cccc(Cl)c2)CC1
-0.44	CCOC(=O)/C=C(\C)Nc1cc(C)nn1-c1ccccc1
-0.72	COc1cccc(-c2cc(C(F)(F)F)nc(N3CCCCC3)n2)c1

16 successive compounds out of the list so far, for reference:
Cav3 T inh	mol
0.36	CCOC(=O)C(NC(=O)CC)(Nc1nc2c(s1)CCCC2)C(F)(F)F (configuration not stated)
-0.13	CCn1c2ccccc2c2cc(N)ccc21
0.13	CCn1c(Cc2ccccc2)nnc1SCC(=O)Nc1ccc(S(N)(=O)=O)cc1
0.6	CCCS(=O)(=O)N1CCC(C(=O)NCCCN(C)Cc2ccccc2)CC1
-0.51	Cc1cccc(NC(=O)Cn2nnc(C(=O)NCc3cccs3)c2N)c1C
0.72	COc1ccc(CCNC(=O)CCN2C(=O)C(C)Oc3ccc(C)cc32)cc1OC (configuration not stated)
1.4	CCN(CC)c1nc(SCC(=O)O)nc(N(CC)CC)n1
-0.028	COC(=O)C1C(=O)C2=C(CC1C)NC(C)=C(C(=O)OC(C)C)C2c1ccc(OC)c(O)c1 (configuration not stated)
-0.33	COc1cccc(NC(=O)c2cccs2)c1
-3.4	COc1ccc(S(=O)(=O)N2CCC(C(=O)Nc3cccc(Cl)c3)CC2)cc1OC
-0.84	COc1ccccc1N1CCN(C(=O)c2oc3cc(C)cc(C)c3c2C)CC1
0.56	Fc1cccc(CSc2nc3ccncc3[nH]2)c1
-0.42	CCOC(=O)n1cc(-c2cnc(CNC(=O)C(C)(c3ccccc3)c3ccccc3)o2)c2ccccc21
1.2	Cc1ccc(C)c(OCC(O)CN2CCCCC2C)c1 (configuration not stated)
-3.2	CCCCn1c(SCc2ncc(-c3ccccc3)o2)nc2cc(S(N)(=O)=O)ccc21
0.24	Cc1cccc(-n2ncc3c(N(C)Cc4ccccc4)ncnc32)c1

(listing goes on)
Cav3 T inh	mol
-2.1	CCOC(=O)N1CCN(C(=O)c2cc(-c3ccc(OCC)cc3)nc3ccccc23)CC1
-4	Cc1cc(C=C2C(=O)c3ccccc3C2=O)c(C)n1-c1ccccc1
0.2	COCCNC(=O)c1cc(-c2cccs2)on1
-2.9	CC(=O)c1c(C)n(CC(=O)NCc2ccc3c(c2)OCO3)c2ccccc12
1.9	Cn1c(SCC(=O)c2ccccc2)nnc1-c1ccc(O)cc1
-1.4	CC(C)Cn1c(N)c(C(=O)COC(=O)c2ccc3c(c2)OCCO3)c(=O)n(C)c1=O
0.31	O=c1c2cnn(-c3ccccc3Cl)c2ncn1Cc1cccnc1
0.84	CCCCNC(=O)c1c(CSc2ccccc2)noc1C(=O)NCc1ccccc1
0.44	CC1(C)CC(O)(CNCc2ccc3c(c2)OCO3)CCO1 (configuration not stated)
0.17	O=C(CC1Sc2ccccc2NC1=O)Nc1cccc(-c2nnc3n2CCCCC3)c1 (configuration not stated)
1.3	O=C(CNS(=O)(=O)c1ccccc1)NCc1ccccn1
-1.1	Cc1ccc(-n2cnc3scc(-c4cccs4)c3c2=O)cc1
0.59	CCCCN1C(=O)NC2NC(=O)NC21 (configuration not stated)
-0.14	Cc1ccc(CNC(=O)COc2ccc(S(=O)(=O)NC(C)C)cc2)cc1
0.67	CCOC1=NC(C(=O)O)c2ccccc2/C(=C(/C)Cl)N1 (configuration not stated)
0.23	C=CCN1C(=O)C2C(C(=O)NC)C3C=CC2(O3)C1C(=O)NCc1ccc(OC)cc1 (configuration not stated)
1.3	Cc1ccc(C(=O)Nc2cccnc2)cc1NC(=O)c1ccco1
-1.8	CCc1ccc2c(CN3CCN(S(=O)(=O)c4ccc5c(c4)OCCO5)CC3)cc(=O)oc2c1
1.5	COC(=O)NNC(=O)COc1ccc(Cl)cc1
0.033	Cc1ccc(NC2CC(=O)N(c3ccc(N4CCCCC4)cc3)C2=O)cc1 (configuration not stated)
0.57	Cc1cc(O)ccc1-c1cnc2ccccc2n1
-0.58	O=C(Nc1ccccc1)N1CCOCC1
0.18	Cc1ccc(CS(=O)(=O)Cc2ccc(C(=O)NCc3cccnc3)o2)cc1
0.96	COc1ccc(CCNc2nnc(Sc3nnnn3-c3ccccc3)s2)cc1OC
-0.43	O=C(Nc1cccc(-n2cnnn2)c1)c1ccco1
1.8	O=C(CN1C(=O)c2ccccc2S1(=O)=O)NCCC1=CCCCC1
0.51	CCc1ccccc1S(=O)(=O)Cc1ccc(C(=O)N2CCN(c3ccccn3)CC2)o1
0.076	O=C(Nc1ccncc1)c1ccc2c(c1)C(=O)N(C1CCCCC1)C2=O
-0.1	Cc1cc(=O)oc(C)c1C(=O)NCCN1CCOCC1
-0.54	O=C(NCc1nc2ccccc2[nH]1)C1=C[C@@H](C2CCCCC2)C[C@@H](OCc2ccc(CO)cc2)O1
-1.2	COc1ccccc1NC(=O)Cn1c(CN2CCCCC2)nc2ccccc2c1=O
0.12	COc1ccnc(N2CCN(c3ccccc3)CC2)c1C#N
-3.2*	N#CC1(Cc2ccc(Cl)cc2)c2ccccc2C=CN1C(=O)c1ccccc1 (configuration not stated)
0.39	COc1ccccc1NC(=O)N1CCCC1C(=O)NCc1ccc(F)cc1 (configuration not stated)

Screening results (PubChem BioAssay)

These rows are one share of the data (hit frequency here may not be typical).
